From PubChem
GALR2 antag: GALR2 antagonists in receptor-expressing cells, primary screen; 140,000 tested, 0.39% active; inhibition, % at 4 µM; antagonist mode; AID 828, 2007; in the data active = inhibition above about 27%;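 also: cells stimulated with galanin 1-16 at roughly its EC80; 0% = agonist challenge control and 100% = basal control without agonist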
Target sequence (O43603 whole entry, looked up): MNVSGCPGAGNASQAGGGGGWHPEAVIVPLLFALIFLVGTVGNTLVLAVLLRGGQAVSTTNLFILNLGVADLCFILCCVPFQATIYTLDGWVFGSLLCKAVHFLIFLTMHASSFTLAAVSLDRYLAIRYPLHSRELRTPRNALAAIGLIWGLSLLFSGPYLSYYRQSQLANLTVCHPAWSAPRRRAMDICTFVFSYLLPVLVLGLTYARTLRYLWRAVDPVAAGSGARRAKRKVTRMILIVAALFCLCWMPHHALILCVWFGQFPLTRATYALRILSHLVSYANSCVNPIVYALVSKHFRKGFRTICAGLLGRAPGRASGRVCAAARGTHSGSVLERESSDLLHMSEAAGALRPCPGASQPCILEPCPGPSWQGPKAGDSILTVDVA
Yeast growth inh: growth inhibitors of yeast BB579 in restrictive medium, primary screen, yeast lifespan-shortening project, S. cerevisiae | AID 804, 2007 | OD615, 48 h | inhibition, % at 10 µM | 140,000 tested, 0.51% active;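 active = inhibition above a set limit, 3 SD over the mean compound inhibition, cut at about 44% in these data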; also: inactives centre near -24
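Material: Saccharomyces cerevisiae DeaD strain BB579, replicative lifespan model yeast; buffer or medium: CSMM-D restrictive synthetic medium containing dextrose (glucose); compound: 10 µM single dose, DMSO 0.25%; timing: 48 h compound exposure at 30 °C after 4 h preincubation; signal: turbidity as optical density at 615 nm; benchmarks: positive control amphotericin B 10 µg/mL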
Measles CPE: compounds protecting cells from measles virus cytopathic effect, primary screen, measles RdRp inhibitor project, single point, MLSMR library, absorbance; Measles virus-infected cells, CPE protection; 140,000 tested, 1.5% active; protection (pct of control), % at 4 µM; in the data active = protection mostly above about 24%, no sharp cut-off; inactive = mostly below about 26%; also: some compounds called inactive have numbers as strong as hits
Yeast lifespan up: compounds extending yeast replicative lifespan, primary screen, S. cerevisiae, OD615 | S. cerevisiae growth with nicotinamide; deaD strain in restrictive glucose medium | inhibition of the nicotinamide effect, % at 10 µM | 130,000 tested, 0.68% active;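 active = inhibition above a set limit, placed 3 SD over the median of all compounds, cut at about 26% in these data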;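 also: 0% = nicotinamide-treated wells and 100% = cells grown without nicotinamide; some compounds called inactive have numbers as strong as hits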
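System: DeaD-strain S. cerevisiae / Buffer or medium: CSMM-D, restrictive glucose (dextrose) synthetic minimal medium / Probe or stimulus: nicotinamide, 1.5 mM, co-present with compound / Compound: one concentration, 10 µM, DMSO 0.25% / Incubation: 48 h compound exposure at 30 °C, humidified / Technique: optical density (absorbance) at 615 nm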
Phagocytosis inh: inhibitors of macrophage phagocytosis, primary screen, imaging, J774A.1 cells, IgG beads | J774A.1 macrophage IgG-bead phagocytosis | inhibition, % at 5 µM | 110,000 tested, 0.07% active | AID 1029, 2008;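 active = inhibition above the mean of the plate negative controls plus 5 SD, cut at about 13% in these data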;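 also: phagocytic index as fraction of beads internalized from green versus red external bead signal; plate controls were DMSO negative control for no effect and cytochalasin-D positive control for full effect; some results beyond the cut were filed as inactive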
MRP-1 activ: H69AR viability gain despite doxorubicin, primary screen, MRP-1 activator project, H69AR cells, CellTiter-Glo. viability rescue. viability increase, % at 10 µM. 140,000 tested, 0.61% active. AID 799, 2007;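 active = viability gain under doxorubicin at or above a set limit, the compound median plus 3 SD, cut at about 4.7% in these data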;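 also: MRP-1 overexpressing cells given doxorubicin 25 µM after compound pretreatment; 18-22 h compound pretreatment then 72 h with doxorubicin before readout; 0% = doxorubicin-only wells and 100% = vehicle-treated cells without doxorubicin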
NPY-Y2 antag: NPY-Y2 receptor antagonists, primary screen, cell-based; inhibition, % at 2.7 µM; AID 793, 2007; NPY-Y2 expressing cells, antagonist mode; 140,000 tested, 0.99% active; in the data active = inhibition above about 17%;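 also: 0% = vehicle with agonist challenge and 100% = reference antagonist with challenge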
Target sequence (P49146 whole entry, looked up): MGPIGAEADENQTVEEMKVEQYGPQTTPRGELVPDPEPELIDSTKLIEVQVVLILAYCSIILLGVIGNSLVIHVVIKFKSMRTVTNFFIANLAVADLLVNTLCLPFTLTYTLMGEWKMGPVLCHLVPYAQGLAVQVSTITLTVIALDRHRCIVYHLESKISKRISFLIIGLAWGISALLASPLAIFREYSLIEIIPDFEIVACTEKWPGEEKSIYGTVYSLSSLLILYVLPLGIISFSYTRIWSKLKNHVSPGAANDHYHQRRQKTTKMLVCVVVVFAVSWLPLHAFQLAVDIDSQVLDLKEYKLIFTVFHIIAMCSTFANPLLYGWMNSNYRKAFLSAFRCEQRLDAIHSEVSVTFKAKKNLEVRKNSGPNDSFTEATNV
HCT116 PTEN-null: growth suppression of PTEN-null HCT116, primary screen, cell-based, CellTiter-Glo; HCT116 PTEN-null viability, 60 h; active compounds read low; viability, % at 10 µM; 140,000 tested, 1.2% active; AID 827, 2007;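 active = viability at or below a set limit, 4 SD under the median of all tested compounds, cut at about 3.7% in these data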;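 also: PTEN knockout HCT116 line with beta catenin targeted HCT116 as companion control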
bCat KO growth: primary screen for growth suppressors in beta-catenin knockout HCT116 cells (colon tumor, human) | HCT116 beta-catenin knockout viability, CellTiter-Glo, 60 h; active compounds read low | viability, % at 10 µM | 140,000 tested, 1.5% active | AID 818, 2007;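 active = viability at or under a set limit, the compound median less 4 SD, cut at about 6% in these data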;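 also: 0% = Hyamine 1622 control at 20 µM and 100% = untreated cell control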
E-sel TNF inh: E-selectin induction blockers in HUVEC – imaging, immunofluorescence, high content, primary screen. HUVEC TNFa-induced E-selectin immunofluorescence. 120,000 tested, 0.71% active. inhibition, % at 2 µM. AID 1246, 2008;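 active = inhibition above the batch mean plus 3 SD, and confirmed as a hit on visual image review, cut at about 43% in these data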;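 also: 0% = TNF-stimulated DMSO wells and 100% = unstimulated control wells; not every result past the cut was called active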
* marks the source's active call; other numbers are inactive results; . = not tested or not shown.

SMILES	GALR2 antag	Yeast growth inh	Measles CPE	Yeast lifespan up	Phagocytosis inh	MRP-1 activ	NPY-Y2 antag	HCT116 PTEN-null	bCat KO growth	E-sel TNF inh
O=C(NC(Cc1ccccc1)C(=O)OCC(=O)N1CCc2ccccc21)c1ccco1 (centres undefined)	10	-33	0	-7	-1	-1.3	13	102	94	-52
Cc1ccc(-c2nnc(SCc3nc4ccccc4[nH]3)n2Cc2ccco2)cc1	15	-31	6	-4	2	-0.6	3	81	79	-6
O=C(NCCSCc1ccco1)c1ccc(CN2CCOCC2)cc1	-3	-35	14	10	0	-1.0	2	93	98	17
N#Cc1c(NC(=O)Cn2c(=O)oc3ccccc32)oc(-c2ccccc2)c1-c1ccccc1	-21	-42	15	-4	2	-0.4	8	100	85	-8
Cn1c(Cc2ccc3c(c2)OCO3)nnc1SCC(=O)N1CCc2ccccc2C1	6	1	.	-7	-1	-0.4	-3	106	104	0
CCCn1c(SCC(=O)c2cc(OC)ccc2OC)nc2c1c(=O)n(C)c(=O)n2C	-14	.	.	.	-1	.	0	.	.	-39
CC(=NC1CC1)c1c(-c2ccccc2)[nH]n(-c2nc3ccccc3s2)c1=O	12	-43	18	-19	0	3.3	2	36	46	-16
O=C(CSc1n[nH]c(=O)[nH]c1=O)N/N=C/c1ccccc1O	4	-19	10	1	-9	1.8	0	105	98	.
COC(=O)Cc1ccc(NC(=S)NCc2ccccc2Cl)cc1	10	-8	31	-7	-6	-3.1	1	83	86	5
Cn1c(=O)c2c(ncn2Cc2ccc(Cl)c(Cl)c2)n(C)c1=O	6	-30	2	-6	-1	-3.5	5	67	78	-9
Clc1ccc(CO/N=C/c2c(-c3ccccc3)nc3n2CCS3)c(Cl)c1	-12	-53	7	2	.	0.0	5	73	74	23
CCO/N=C(/c1nonc1N)N1CCN(c2ccc([N+](=O)[O-])cc2)CC1	4	-30	9	-6	-1	-0.2	8	95	84	10
O=C(O)c1cccc(NC(=O)c2cn(-c3ccccc3)nc2-c2cc3ccccc3o2)c1	0	-15	8	-6	-8	2.3	-1	97	99	18
CCc1ccc(OCC(=O)NNC(=O)Cc2cccs2)cc1	7	-10	.	0	-1	1.0	1	97	99	.
CCN1CCN(C(=O)CN(c2cc(OC)ccc2OC)S(C)(=O)=O)CC1	-1	-3	5	-16	-2	-1.3	2	91	82	-17
COc1ccc(/C=N/n2c(C)nnc2C)c(OC)c1OC	-5	-30	4	-1	.	0.7	2	100	100	.
COc1cccc(/C=N/n2c(-c3n[nH]c4c3CCC4)n[nH]c2=S)c1O	-16	-43	25	1	-11	-3.0	4	94	87	-25
COc1ccc(Cl)cc1C(=O)NNC1CC(=O)N(Cc2ccc(Cl)cc2)C1=O (centres undefined)	-2	-29	26	0	.	0.9	4	98	93	-3
Cc1ccc(C)c(NC(=S)NC(NC(=O)/C=C/c2ccccc2)C(Cl)(Cl)Cl)c1 (centres undefined)	-5	-36	25	-21	-1	-5.8	0	13	15	-8
CN1CCOCCOCCN(C)C(=O)N2CCOCCOCCN(CCOCC2)C1=O	-11	-4	5	-8	1	-1.4	5	90	97	1
O=S(=O)(Cc1ccc(Cl)cc1)NCC1CCCO1 (centres undefined)	-6	-32	5	-17	-1	-1.8	2	99	95	-40
O=C(CSc1nnc(Cc2cc(=O)[nH]c(=O)[nH]2)n1-c1ccc(F)cc1)NC1CCCC1	-6	31	19	-6	-1	-1.8	1	95	99	.
FC(F)Oc1ccc(NC(=S)NCc2ccccc2)cc1	6	5	.	-7	.	-3.9	-2	94	87	.
O=C(c1cc([N+](=O)[O-])ccc1Cl)N1CCN(c2ccc(F)cc2)CC1	4	-7	13	-3	.	0.9	3	88	83	-10
Cc1ccc(C(=O)Nc2nnc(SCC(=O)N3CCCc4ccccc43)s2)cc1	6	-16	5	-7	-6	-1.7	6	87	85	25

(continued)
SMILES	GALR2 antag	Yeast growth inh	Measles CPE	Yeast lifespan up	Phagocytosis inh	MRP-1 activ	NPY-Y2 antag	HCT116 PTEN-null	bCat KO growth	E-sel TNF inh
COc1ccc(/C=N/NC(=O)C(C)n2cnc3ccccc3c2=O)cc1OC (centres undefined)	-7	-18	4	0	-6	-1.9	2	93	96	96*
CCCOc1cccc(OCC(=O)Nc2nc3ccccc3[nH]2)c1	-6	-20	9	-5	-1	-0.2	6	96	96	-6
c1ccc(-n2cnnc2SCc2cn3ccccc3n2)cc1	7	-14	17	9	1	-0.5	2	102	101	-12
Cc1cc(NC(=O)CSc2nc(C(C)C)nc3ccccc23)no1	6	-49	4	-4	1	-5.4	0	28	26	-3
Cc1ccc(C)c(NC(=O)C2CCCN2/C=C/C(=O)C(F)(F)F)c1 (centres undefined)	-1	-12	14	1	-7	0.8	2	93	89	-24
Cc1cc2c(s1)c1cnn(Cc3ccccc3F)c(=O)c1n2C	-30	-32	12	-18	0	-2.3	6	88	89	13
COc1ccc(NS(=O)(=O)c2ccc(N3C(=O)CCC3=O)cc2)cc1	-10	-8	8	-9	-1	0.2	0	105	105	20
O=C(O)c1ccc(-n2nc(C(F)(F)F)c3c2-c2ccoc2CC3)cc1	2	-9	1	-10	-6	-1.6	4	94	96	36
O=C(CNC(=O)c1ccccc1Cl)N/N=C/c1ccc([N+](=O)[O-])s1	-8	-22	34	-1	-3	0.4	2	14	11	.
CC(C)(C)C(=O)Nc1ccc(N2CCCC2)cc1	-14	-42	8	-6	0	-1.9	-1	100	96	-13
CN1CCN(C(=O)C(C(=O)c2ccc(F)cc2)n2ccccc2=O)CC1 (centres undefined)	-6	-38	4	-3	.	-0.9	1	95	91	-17
CCOC(=O)C1=C(c2ccccc2)Nc2nc(C)nn2C1c1cccc(OC)c1OC (centres undefined)	-8	-29	1	-16	0	-1.0	3	93	97	-11
CCCC(c1nnnn1C(C)(C)CC)N1CCN(C2CCCC2)CC1 (centres undefined)	9	14	4	-1	-1	-0.5	25*	74	77	15
CC(C)CNC(=O)NC(=O)COc1c(F)c(F)cc(F)c1F	2	-20	8	-6	0	0.7	4	100	91	-5
CC(C)C[C@H](NC(=O)NCCc1ccc(Cl)cc1)C(=O)O	-4	-21	5	-4	0	-2.1	9	95	92	-25
CC(C)=C1C2CCC1C1C(=O)N(c3ccc(C)c(C)c3)C(=O)C21 (centres undefined)	1	3	4	2	.	-2.3	0	86	88	22
CC(=O)c1cccc(N=Nc2c(C)[nH]c3ccccc23)c1	12	-26	28	-5	1	-3.2	-6	73	83	.
CCOc1ccc(N=C(NC#N)SCC(=O)NC2CC2)cc1	-6	-66	2	-7	-1	0.6	-3	103	98	31
CCCN1CCN(CCCNC(=O)Cn2cc3c(n2)CCCC3)CC1	4	-5	2	-10	0	-1.8	1	94	85	8
CCn1c(=O)c2ccccc2n2c(SCC(=O)NCc3cccs3)nnc12	5	0	15	-14	-3	-1.3	3	107	101	.
COCCn1c(SC(C)C(=O)Nc2ncc(Cl)cc2Cl)nc2ccccc21 (centres undefined)	-1	-24	53*	-5	0	-3.1	1	79	71	-18
CC(C)Oc1ccc(C(=O)NC(C)(C)CO)cc1	6	-21	12	-12	0	-0.3	3	88	89	7
N#Cc1nc(-c2ccco2)oc1NCc1ccc(F)cc1	3	-19	5	-20	0	1.7	4	88	119	.
O=c1/c(=C/c2cn(-c3ccccc3)nc2-c2ccc(F)cc2)sc2nc3ccccc3n12	-7	10	.	-5	-1	-1.6	-1	94	90	-17
CCOC(=O)N1CCC(Nc2c(-c3ccc(C)c(C)c3)c(=O)c2=O)CC1	-20	-44	.	-15	-1	-0.8	5	94	102	25

(more compounds)
SMILES	GALR2 antag	Yeast growth inh	Measles CPE	Yeast lifespan up	Phagocytosis inh	MRP-1 activ	NPY-Y2 antag	HCT116 PTEN-null	bCat KO growth	E-sel TNF inh
COc1cccc(C(=O)NC2CCN(C(=O)N3c4ccccc4Sc4ccccc43)CC2)c1	-6	-36	6	-9	1	-0.1	0	70	71	13
Cc1[nH]c2ccccc2c1[C@H]1[C@@H](CC#N)C1(C)C	-4	-35	19	-7	0	-2.5	2	97	92	20
CC(C)C(c1nnnn1C1CCCC1)N1CCc2ccccc21 (centres undefined)	-6	-56	2	-5	-4	-1.1	5	74	73	-5
CCCCC(=O)NC(=S)Nc1ccccc1N1CCCCC1	11	-19	8	-3	-3	-2.8	8	69	76	-25
N#Cc1cc2c(nc1SCC(=O)N1CCCCC1)CCCCC2	2	-33	4	-7	-1	0.3	5	90	82	-28
O=C(O)c1ccc2noc(-c3ccccc3)c2c1	3	-40	6	2	-2	-0.5	2	104	109	2
COC(=O)NNS(=O)(=O)c1ccc(C)cc1	-16	-31	5	-2	-1	0.3	1	107	102	8
S=c1nc(-c2ccccc2)n(CCCn2ccnc2)c2c1CCCC2	1	-11	1	-5	0	0.6	2	95	105	-20
Cc1cc(C(=O)Nc2c(F)cc(F)cc2Br)no1	-6	-46	8	-18	0	-2.2	1	96	104	2
O=S(=O)(NCc1ccco1)N1CCOCC1	16	-44	7	-3	-2	0.4	2	93	85	11
CCC12CN3CC(CC)(CN(C1)C3c1c(O)ccc3ccccc13)C2=O (centres undefined)	16	-38	5	26*	6	-2.1	5	94	95	-40
COc1ccc(/C=C/C(=O)NC(=S)NNC(=O)c2cccnc2)cc1	4	-25	7	6	-11	-2.3	0	68	56	.
Cc1nc(NC(=O)C23CC4CC(CC(C4)C2)C3)sc1Cc1ccc2c(c1)OCO2	12	-31	13	2	-14	1.2	3	56	63	-39
Cc1cc(C)cc(-n2c(C)c3c(C)nnc(C)c3c2C)c1	10	-21	18	13	0	-1.8	14	65	74	-2
C=C1c2cc(C)ccc2NC(=O)N1c1ccccc1	-4	-26	7	-2	-2	-1.0	2	94	86	-8
Cc1ccc(NC(=O)CCC(=O)NNC(=O)c2ccco2)cc1C	7	-35	20	-10	.	-3.0	5	91	89	-41
COCCN1Cc2cccc(C(=O)Nc3c(C)cccc3C)c2C1=O	-5	-52	2	-10	0	-3.9	3	92	104	.
CC1Cc2nc(SCC(=O)Nc3nc4ccccc4s3)n(C)c(=O)c2S1 (centres undefined)	3	-36	14	-11	0	-1.6	3	78	63	-14
O=C1OCc2cccc3cccc1c23	10	27	3	-39	1	-1.4	2	92	95	10
